mIAP act: increases mouse intestinal alkaline phosphatase activity. muIAP, CDP-Star luminescence, 30 min; active compounds read high; 1 = vehicle-only enzyme signal, 0 = enzyme-free wells. activation factor at 10 µM. 330,000 compounds, 0.24% hits. AID 2805;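 active = activation factor of at least 2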; note: the source names both 10 and 20 µM as test concentration; values of inactives mirror those of a sister screen read the other way
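Assay system: mouse IAP enzyme; reagent: chemiluminescent substrate CDP-Star; dosing: test compounds delivered from DMSO solution; schedule: 30 min at room temperature; measured by: luminescence from enzymatic CDP-Star hydrolysis; controls: DMSO-only wells and no-enzyme negative control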
beta cell repl: induces beta-cell replication in MIN6 cells; 330,000 compounds, 0.29% hits; proliferation, % at 10 µM; MIN6 cells proliferation, ATPlite luminescence, 48 h; cells starved in 0.2% serum; 100% = growth in 10% serum; AID 2380;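 active = compounds whose signal lies at least 3.5 SD above the mean of all wells on their plate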;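 note: 0% = DMSO-treated cells in low-serum medium and 100% = 10% serum control; some compounds called inactive have numbers as strong as hits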
MPTP inh: permeability transition pore inhibition | 360,000 compounds, 1.4% hits | isolated mouse mitochondria, Ca2+ swelling absorbance, 30 min | AID 602449 | inhibition, % at 10 µM;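 active = inhibition of 50% or more, scaled per plate between neutral and stimulator controls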;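 note: 0% = DMSO wells given calcium and 100% = 1 mM EGTA wells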
ATG4B inh: ATG4B (human) cysteine protease inhibition | Q9Y4P1 | ATG4B cleavage of LC3-PLA2, NBD-HPC fluorescence, 1 h | inhibition, % at 8.33 µM | 340,000 compounds, 0.51% hits; in the data active = inhibition above about 40%
Target sequence (Q9Y4P1 whole entry, looked up): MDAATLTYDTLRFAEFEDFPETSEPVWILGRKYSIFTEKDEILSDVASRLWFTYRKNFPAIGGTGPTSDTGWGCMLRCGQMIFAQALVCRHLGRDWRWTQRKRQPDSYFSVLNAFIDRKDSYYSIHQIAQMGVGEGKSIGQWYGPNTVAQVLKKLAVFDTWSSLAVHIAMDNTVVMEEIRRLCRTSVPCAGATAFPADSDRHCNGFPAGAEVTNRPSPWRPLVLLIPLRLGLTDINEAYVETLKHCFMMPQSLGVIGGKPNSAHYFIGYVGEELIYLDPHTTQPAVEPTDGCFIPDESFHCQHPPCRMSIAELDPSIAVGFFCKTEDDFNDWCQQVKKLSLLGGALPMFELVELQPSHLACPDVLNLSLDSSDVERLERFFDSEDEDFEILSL
mIAP inh: mouse IAP inhibition; inhibition, % at 10 µM; 330,000 compounds, 0.2% hits; purified mouse IAP, CDP-Star luminescence, 30 min; AID 2806;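 active = inhibition of at least 40% at 10 µM in the primary screen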;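 note: plate controls were DMSO with enzyme for no effect and no enzyme wells for full effect; values of inactives mirror those of a sister screen read the other way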
hIAP block: human IAP inhibition | inhibition, % at 10 µM | 330,000 compounds, 0.12% hits | purified IAP, CDP-Star luminescence, 30 min;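 active = inhibition reaching a set limit with compound at 10 µM in the primary screen, cut at about 35% in these data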;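 note: plate controls were DMSO wells with enzyme for no effect and no-enzyme buffer wells for full effect; values of inactives mirror those of a sister screen read the other way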
hIAP activ: human IAP activation; purified human IAP, CDP-Star luminescence, 30 min; active compounds read high; 1 = vehicle-only enzyme, 0 = enzyme-free background; 330,000 compounds, 0.16% hits; activation factor at 10 µM; P09923;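 active = activation factor of the enzyme at least 2-fold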; note: the source names both 10 and 20 µM as test concentration; values of inactives mirror those of a sister screen read the other way
A3G deaminase: inhibitors of human APOBEC3G DNA deaminase; Q9HC16; recombinant A3G, ssDNA deamination FAM/TAMRA fluorescence; inhibition, % at 20 µM; 330,000 compounds, 0.28% hits;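 active = inhibition of at least 40% at 20 µM, with no more than 30% in the related APOBEC3A deaminase screen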;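 note: plate controls were DMSO wells with A3G for no effect and wells lacking A3G enzyme for full effect; some compounds called inactive have numbers as strong as hits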
Target sequence (Q9HC16 whole entry, looked up): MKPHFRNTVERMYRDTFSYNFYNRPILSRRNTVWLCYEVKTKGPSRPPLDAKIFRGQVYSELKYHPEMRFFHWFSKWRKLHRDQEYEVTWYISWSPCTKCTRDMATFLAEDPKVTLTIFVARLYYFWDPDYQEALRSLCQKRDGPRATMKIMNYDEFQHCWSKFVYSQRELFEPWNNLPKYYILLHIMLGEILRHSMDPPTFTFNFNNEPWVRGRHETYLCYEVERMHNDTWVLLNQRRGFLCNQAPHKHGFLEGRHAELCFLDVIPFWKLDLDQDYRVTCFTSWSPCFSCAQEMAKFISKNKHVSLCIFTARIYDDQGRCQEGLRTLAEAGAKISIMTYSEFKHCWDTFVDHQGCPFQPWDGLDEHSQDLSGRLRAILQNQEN
APOBEC3A inh: human APOBEC3A DNA deaminase inhibition. P31941. recombinant A3A, FAM/TAMRA ssDNA deamination fluorescence. inhibition, % at 20 µM. 330,000 compounds, 0.41% hits. AID 493011;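 active = at least 40% inhibition at 20 µM here, with at most 30% in a related deaminase screen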;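 note: plate controls were A3A with DMSO for no effect and wells lacking A3A enzyme for full effect; some results filed as inactive read as strong as hits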
Target sequence (P31941 whole entry, looked up): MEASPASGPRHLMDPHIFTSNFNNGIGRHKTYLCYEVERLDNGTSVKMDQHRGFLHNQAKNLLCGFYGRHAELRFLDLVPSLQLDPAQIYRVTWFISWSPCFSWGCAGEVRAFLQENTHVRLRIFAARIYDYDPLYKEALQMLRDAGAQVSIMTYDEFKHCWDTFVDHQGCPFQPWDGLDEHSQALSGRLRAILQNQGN
Active calls of the source: *; x = no result given.

Preview:
SMILES	mIAP act	beta cell repl	MPTP inh	ATG4B inh	mIAP inh	hIAP block	hIAP activ	A3G deaminase	APOBEC3A inh
O=C(Nc1ccc(Cl)c([N+](=O)[O-])c1)c1ccc2c(c1)OCCO2	0.88	-4	21	-2	12	13	0.87	-3	5
O=S(=O)(N/N=C/c1cn(Cc2ccccc2)c2ccccc12)c1ccccc1	0.91	-6	5.2	-12	9	11	0.89	-10	0
CCCc1c(O)nc(SC2CC(=O)N(c3ccc(OC)cc3)C2=O)[nH]c1=O (configuration not stated)	1.1	-3	-0.3	4	-7	-14	1.1	-4	-1

Results, previewed entries included:
SMILES	mIAP act	beta cell repl	MPTP inh	ATG4B inh	mIAP inh	hIAP block	hIAP activ	A3G deaminase	APOBEC3A inh
O=C(Nc1ccc(Cl)c([N+](=O)[O-])c1)c1ccc2c(c1)OCCO2	0.88	-4	21	-2	12	13	0.87	-3	5
O=S(=O)(N/N=C/c1cn(Cc2ccccc2)c2ccccc12)c1ccccc1	0.91	-6	5.2	-12	9	11	0.89	-10	0
CCCc1c(O)nc(SC2CC(=O)N(c3ccc(OC)cc3)C2=O)[nH]c1=O (configuration not stated)	1.1	-3	-0.3	4	-7	-14	1.1	-4	-1
Cc1ccc(-c2cc3c(n2-c2ccc(C(=O)O)cc2)CCCC3=O)cc1	0.99	-2	-0.8	-1	1	10	0.9	-10	-1
CCCN1C2CCCC1CC(NC(=S)Nc1cc(C)cc(C)c1)C2 (configuration not stated)	1.5	1	0.0	-4	-54	-22	1.2	-4	1
CC(C)Oc1cccc(C(=O)C2CCCN(C(=O)c3csnn3)C2)c1 (configuration not stated)	0.95	-1	-0.8	-6	5	12	0.88	0	0
COc1ccc(CCN(C)CCC(=O)Nc2cc(C)ccc2C)cc1OC	1	-2	0.8	6	-2	3	0.97	-6	-2
Nc1nc(SCC(=O)NCCCN2CCOCC2)nc2sc3c(c12)CCC3	1	-2	-0.8	7	-4	7	0.93	-1	1
O=C(COc1ccccc1C(=O)O)NC1CCCc2ccccc21 (configuration not stated)	1	-2	0.6	3	0	3	0.97	-5	1
CC(C)CCNC(=O)c1cn(C)c2ccc(S(=O)(=O)N3CCCC3)cc2c1=O	1.1	3	1.1	-2	-7	2	0.98	-7	-5
CCN(C(=O)c1ccc(Br)o1)C1CCS(=O)(=O)C1 (configuration not stated)	1.1	1	-1.5	-3	-6	14	0.86	-6	1
OC(COC(c1ccccc1)c1ccccc1)CN1CCN(c2ccccn2)CC1 (configuration not stated)	0.99	-3	9.4	1	1	3	0.97	-4	-1
COc1ccc(S(=O)(=O)NCC2CCC(C(=O)NCc3cccnc3)CC2)cc1 (configuration not stated)	1	0	1.1	-8	0	6	0.94	-7	0
CC1CCCC(C)N1C(=O)CN1C(=O)C(C)(C)Oc2ccc(C(=O)NC3CCCCC3)cc21 (configuration not stated)	1	-3	1.4	-8	0	-10	1.1	-2	-1
Cc1ccc(-c2nc3ccccc3s2)cc1NC(=O)c1ccc2c(c1)OCO2	1	-4	0.6	10	-2	-11	1.1	-6	-4
CCOC(=O)[C@H]1[C@H]2COc3ccc(Cl)cc3[C@@H]2N2C(=O)CN(Cc3ccc(C)cc3)C(=O)[C@@]12C	0.96	-7	-1.4	-11	4	13	0.87	-9	-2
CC(C)c1ccc(-n2ccnc2SCC(=O)O)cc1	1	2	9.2	2	-2	-7	1.1	-11	-3
CCCN1CCC2(CC1)NC(C(=O)O)Cc1c2[nH]c2ccccc12 (configuration not stated)	1	-5	-0.7	-6	-2	-2	1	-1	-2
O=C(COc1cccc(C(F)(F)F)c1)N1CCN(c2ccccc2O)CC1	0.89	-2	0.7	-10	11	-3	1	-3	-1
CCOC(=O)C1CCN(C(=O)c2ccc3c(c2)OCO3)CC1	0.97	0	-1.4	-6	3	7	0.93	0	-2
N=c1oc2cc(O)ccc2cc1C(=O)Nc1ccc(Cl)cc1	1.7	-7	4.1	-11	-66	-21	1.2	-9	-4
COc1ccc2oc(=O)c(C(=O)Oc3ccc(NC(C)=O)cc3)cc2c1	0.94	5	0.9	3	6	20	0.8	-5	-3
Cc1cccc(NC(=O)CSc2nnc(C3CC3)n2CC2CCCO2)c1 (configuration not stated)	1	-1	0.7	10	-2	2	0.98	7	4
Cc1ccc(-c2nc(N)n(S(C)(=O)=O)n2)cc1	1.1	1	-11	-6	-10	1	0.99	1	0
COc1cc(NC(=O)N2CCNC2=O)cc(C(=O)Nc2cccc(C(F)(F)F)c2)c1	0.96	-4	-0.4	-12	4	-9	1.1	-3	2
CCOC(=O)CSc1nnc(-c2ccc(S(=O)(=O)N3CCC(C)CC3)cc2)o1	0.99	-6	2.3	-4	1	0	1	1	-1
O=C(C[n+]1ccc2c(c1)nnn2-c1ccccc1)c1ccc(Cl)cc1	1	-4	2.3	7	-4	1	0.99	-7	-9
Nc1ccccc1N1CCOCC1	0.97	-2	1.0	-8	3	-4	1	-5	-2
COc1c(/C=N/NC(=O)c2ccncc2)c(CCN(C)C(C)=O)cc2c1OCO2	0.92	0	0.8	-2	8	0	1	1	1
CCOC(=O)Cc1csc(NC(=O)c2cc3c(s2)CCCC3)n1	1	-6	2.6	9	-1	28	0.72	-5	-3
c1cncc(-c2nc(-c3ccc4c(c3)OCCO4)cs2)c1	0.92	-4	0.8	3	8	13	0.87	-5	0
CC1(C)C2CCC13CS(=O)(=O)NC3C2 (configuration not stated)	1	-2	3.6	0	-2	2	0.98	-3	-3
COc1cccc(CNC(=O)c2c[nH]n3c(=O)c(Cl)c(C)nc23)c1	0.99	-1	1.8	16	1	13	0.87	-5	-2
Cc1ccc(-n2c(O)c(/C=N/c3ncn[nH]3)c3ccccc3c2=O)cc1	0.88	-4	-1.1	-1	12	17	0.83	-8	-4
Cc1cccc(N2CCN(S(=O)(=O)c3ccc(S(=O)(=O)N4CCCC4)cc3)CC2)c1C	0.99	-4	2.3	-2	1	-1	1	-3	-2
O=c1[nH]c2cc3c(cc2cc1CN(Cc1ccc2c(c1)OCO2)Cc1nnnn1CC1CCCO1)OCO3 (configuration not stated)	1	-2	-1.8	3	-4	2	0.98	-1	6
O=S(=O)(Nc1ccccc1Cl)c1ccc(NS(=O)(=O)c2cccs2)cc1	0.97	0	-3.0	-1	3	7	0.93	-6	-2
Cc1cc(C)n2nc(SCC(=O)N/N=C/c3cccc(Br)c3)nc2n1	0.98	-2	-0.1	-3	2	2	0.98	-6	-2
Cc1ccc(S(=O)(=O)Cc2sc3ccccc3[n+]2C)cc1	0.82	-5	0.2	-1	18	10	0.9	-2	3
Fc1ccc(/C=C/c2nnc(-c3cccs3)o2)cc1	0.94	-1	1.5	9	6	-12	1.1	-5	-2
C/C(=N\NC(=O)c1cccc(S(=O)(=O)N2CCCC2)c1)c1ccncc1	0.93	-2	0.5	-3	7	-10	1.1	-2	1
Cc1cccc(S(=O)(=O)Nc2ccncc2)c1	1.1	-2	-0.6	-4	-10	3	0.97	-7	-3
Cc1ccc(C)c(OCCC(=O)OCc2csc(CC(=O)Nc3ccccc3C)n2)c1	0.94	-3	0.5	11	6	-8	1.1	-8	-6
COc1ccc(CC(=O)Nc2oc(-c3ccccc3)c(-c3ccccc3)c2C#N)cc1OC	0.93	-2	0.8	-6	7	3	0.97	-2	2
CC(C)c1cc(C(=O)Nc2ccc3c(c2)OCO3)no1	0.94	-4	-0.8	4	6	4	0.96	-4	-1
O=C(CN1C(=O)c2ccccc2C1=O)OCC(=O)N1CCc2ccccc2C1	0.95	2	-9.1	11	4	11	0.89	-4	3
CC1CCN(CCc2nc3cc(NC(=O)COc4ccccc4)ccc3n2C)CC1	1.1	-3	-2.1	2	-12	-31	1.3	0	1
Cc1c(C)c2ccc(OCC(=O)N3CCN(C(=O)C4COc5ccccc5O4)CC3)cc2oc1=O (configuration not stated)	1	-1	-0.6	-8	-4	-40	1.4	0	0
O=C(N1CCOCC1)N1CCN(c2nc(-c3ccccc3)cs2)CC1	0.84	-2	-1.0	0	16	10	0.9	-2	1
COCCSc1ccccc1C(=O)Nc1ccc2c(c1)OCO2	0.9	-2	-1.8	-4	10	8	0.92	-11	-2

Further structures follow:
SMILES	mIAP act	beta cell repl	MPTP inh	ATG4B inh	mIAP inh	hIAP block	hIAP activ	A3G deaminase	APOBEC3A inh
COc1ccc(N2C(=O)C3CCCN3C2c2ccc(C)cc2)cc1Cl (configuration not stated)	1.1	2	-2.8	-6	-7	-2	1	0	0
COc1ccc(/C=N/NC(=O)C2c3ccccc3Oc3ccccc32)c(OC)c1	1	-1	-2.1	5	-2	-7	1.1	-2	-1
CC(=O)c1ccc(N2CCN(C(=O)CCS(=O)(=O)c3ccc(C)cc3)CC2)cc1	1.1	-2	4.0	0	-7	-25	1.2	-3	-5
Cc1cccc(C)c1NC(=S)N1CCC(c2ccccc2)C1 (configuration not stated)	1	-2	0.4	3	-4	-6	1.1	2	-1
CC(=O)c1cccc(NC(=S)NC(=O)c2ccccc2Cl)c1	0.95	-1	-2.2	-5	5	9	0.91	-8	-4
COc1cccc(CNC(=O)c2nnn(CC(=O)Nc3ccc4c(c3)OCO4)c2N)c1	0.94	-1	1.5	-7	6	6	0.94	-1	3
COCc1nnc(NC(=O)CCCCCN2C(=O)c3ccccc3C2=O)s1	0.99	1	-2.1	8	0	-14	1.1	-2	2
CC(C)C(=O)Nc1nnc(Cc2c[nH]c3ccccc23)s1	1	-2	2.9	3	-3	1	0.99	-9	-4
CCCC(=O)OCC(=O)Nc1ccc2c(c1)OCO2	1	1	-0.2	4	-4	-17	1.2	0	1
O=C(O)C1C2CCC(O2)C1C(=O)Nc1cccc(F)c1 (configuration not stated)	0.93	-2	x	x	7	-26	1.3	-4	-4
Cc1cc(C(=O)NCC(=O)OC(C(=O)Nc2cc(C(F)(F)F)ccc2Cl)c2ccccc2)ccc1[N+](=O)[O-] (configuration not stated)	0.93	0	3.6	-11	7	18	0.82	-3	0
CCOC(=O)Cc1csc(NC(=O)c2ccc(Br)s2)n1	1	-4	x	x	-1	-14	1.1	-6	-5
COc1cc(Cl)cc(C#N)c1OCC(=O)O	0.98	-2	-1.0	-4	2	-1	1	-5	-4
COc1ccc(C(=S)N2CCOCC2)cc1OC(=O)c1ccc(C)cc1	1	1	-2.4	-4	-3	2	0.98	-10	-4
COCCNC(=O)CCCn1c(=O)c2cc(OC)c(OC)cc2n(CC(=O)c2ccc(Cl)cc2)c1=O	0.98	-1	x	x	2	1	0.99	-3	3
CN1CCc2c(sc(/N=C/c3cc(Cl)ccc3O)c2C#N)C1	0.68	2	1.4	27	32	21	0.79	-7	1
O=C(NC1CCCC1)C1C2C=CC(C2)C1C(=O)N1CCOCC1 (configuration not stated)	0.95	-2	1.0	1	5	8	0.92	-4	-1
CCc1ccccc1S(=O)(=O)Cc1ccc(C(=O)NCCc2ccccc2)o1	1	-1	1.0	5	0	-4	1	-1	-5
O=C(CNC(=O)c1ccccc1F)NCc1ccncc1	0.97	-1	-1.5	-2	3	18	0.82	0	-4
Nc1ccc(Sc2nnnn2-c2ccccc2)c(Cl)c1	0.98	1	1.2	-2	2	-18	1.2	-8	-6
O=C(CCn1c(=O)oc2cc(Cl)ccc21)Nc1ccc(O)cc1	0.93	0	0.8	3	7	-4	1	-6	-3
CCc1cc(=O)oc2c3c(cc(OCC(=O)NCCCCCC(=O)O)c12)OC(C)(C)CC3	0.94	6	-0.5	-4	6	-10	1.1	-8	1
CC1CCN(C(=O)COC(=O)c2ccc(=O)n(Cc3ccccc3)n2)CC1	1.1	-4	0.2	12	-6	5	0.95	2	5
COc1cc(O)c2c(c1)OC(c1ccc(O)cc1)CC2=O (configuration not stated)	0.86	-1	-0.3	-14	14	-1	1	-7	-1

Source: PubChem BioAssay
